Bioassay records as filed in PubChem.
RXFP1 ag: qHTS Assay for Agonists of the Relaxin Receptor RXFP1; Relaxin receptor 1 (Homo sapiens), Q9HBX9; HEK293T-RXFP1 cAMP TR-FRET, 30 min; response scale: percent of porcine relaxin response, buffer zero; Potency, µM (series often up to 57.5 µM), for inactives: top-dose activation, most hits filed as activators; 370,000 tested, 0.3% active; AID 2676, 2010; note: % is set by controls: 0 for no effect and ±100 for the full control effect; nearly all actives have a fitted effect of over 60% in size; many of its hits are not listed in these tables
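HEK293T cells stably expressing RXFP1 were pretreated with the PDE4 inhibitor Ro 20174, exposed to compounds for 30 min at 37C, lysed, and cAMP was read by TR-FRET. Data normalized to buffer (basal) and 29 nM porcine relaxin (100%).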
USP1-UAF1 inh: Inhibitors of USP1/UAF1: Primary Screen | Potency, µM (series often up to 57.1 µM), inactives show at the top dose activity change, negative = inhibition, actives largely listed as inhibitors | Ubiquitin carboxyl-terminal hydrolase 1 (Homo sapiens), O94782 | 390,000 tested, 0.23% active | recombinant USP1/UAF1, Ub-Rhodamine cleavage fluorescence | AID 743255, 2014; note: % is set by controls: 0 for no effect and ±100 for the full control effect; nearly all actives have a fitted effect of over 60% in size; inactives centre near -12
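USP1/UAF1 complex (1 nM) preincubated 15 min at room temperature with compound, then Ub-Rho substrate (150 nM final) added. Kinetic fluorescence at 480/540 nm over 6 reads at 60 s intervals; 50 mM HEPES pH 7.8, 0.5 mM EDTA, 0.1 mg/ml BSA, 1 mM TCEP, 0.01% Tween-20.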
Vif-APOBEC3F blk: qHTS for Inhibitors of Vif-A3F Interactions: qHTS; HeLa A3F-eYFP + Vif (tagged APOBEC3F with the HIV-1 protein that degrades it), YFP fluorescence increase; Potency, µM (doses to about 46.1 µM), without a hit: at the top dose activity, negative = active; 390,000 tested, 0.2% active; note: % of control where 0% means no effect; nearly all actives have a fitted effect of over 65% in size
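HeLa cells stably expressing A3F-eYFP plus Vif, plated and incubated overnight at 37 deg C, then exposed to compounds overnight at 37 deg C. Blocked degradation read as raised yellow fluorescence (Ex 488/Em 500-530).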
mIDH1 inhibitor: qHTS for Inhibitors of mutant isocitrate dehydrogenase 1 (IDH1): qHTS; IDH1-R132H enzyme, NADPH consumption, diaphorase/resazurin fluorescence; Potency, µM (top dose mostly 76.6 µM), without a hit: at the top dose activity change, negative = inhibition, actives largely listed as inhibitors; 390,000 tested, 0.093% active; AID 602179, 2012; note: % is set by controls: 0 for no effect and ±100 for the full control effect; nearly all actives have a fitted effect of over 65% in size
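IDH1-R132H (0.5 ug/mL) preincubated 30 min with compound, then NADPH (0.016 mM) and alpha-KG (2 mM) added; 80 min at RT, pH 7.5. Remaining NADPH coupled via diaphorase/resazurin to fluorescence (540/590 nm); concentration-response curves normalized to no-enzyme control.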
TrxR1 substrate: qHTS Assay for Substrates of Mammalian Selenoprotein Thioredoxin Reductase 1 (TrxR1): qHTS. 390,000 tested, 0.01% active. Thioredoxin reductase 1, cytoplasmic (Rattus norvegicus), O89049. purified TrxR1 substrate turnover, NADPH consumption readout. Potency, µM (doses to about 114 µM), for the others: at the top dose activity change, negative = substrate turnover; note: % is set by controls: 0 for no effect and ±100 for the full control effect; nearly all actives have a fitted effect of over 50% in size
Target sequence (O89049 whole entry, looked up): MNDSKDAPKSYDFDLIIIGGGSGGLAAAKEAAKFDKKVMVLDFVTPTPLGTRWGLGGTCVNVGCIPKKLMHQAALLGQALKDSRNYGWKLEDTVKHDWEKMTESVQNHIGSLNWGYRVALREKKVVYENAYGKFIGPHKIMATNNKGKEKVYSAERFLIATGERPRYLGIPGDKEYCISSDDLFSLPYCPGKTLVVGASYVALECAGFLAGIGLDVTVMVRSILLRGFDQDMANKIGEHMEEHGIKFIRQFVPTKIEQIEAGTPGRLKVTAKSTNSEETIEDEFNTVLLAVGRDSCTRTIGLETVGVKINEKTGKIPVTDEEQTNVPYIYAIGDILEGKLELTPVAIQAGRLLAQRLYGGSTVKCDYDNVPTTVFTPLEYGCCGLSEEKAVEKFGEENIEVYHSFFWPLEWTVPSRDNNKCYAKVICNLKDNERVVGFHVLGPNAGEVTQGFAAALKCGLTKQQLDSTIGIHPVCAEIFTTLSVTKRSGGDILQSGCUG
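Rat TrxR1, dispensed at 90 nM, was prereduced with 400 uM NADPH (final) for 5 min at ~22 deg C, then incubated with compound 15 min before 400 uM selenite. A first-read NADPH fluorescence drop versus no-compound background flagged substrates.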
12-LOX inh: Primary qHTS assay for inhibitors of human arachidonate 12S-lipoxygenase (ALOX12): Round 2; Polyunsaturated fatty acid lipoxygenase ALOX12 (Homo sapiens), P18054; purified 12hLO, xylenol orange hydroperoxide absorbance; Potency, µM (doses to about 108 µM), inactives show top-dose activity change, negative = inhibition, hits mostly inhibitors; 580,000 tested, 1.1% active; AID 1671190, 2021; note: % is set by controls: 0 for no effect and ±100 for the full control effect
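Hydroperoxide product was detected by ferrous iron/xylenol orange as the 573 to 405 nm absorbance ratio. Arachidonic acid at 40 uM (final) was turned over for 30 min at room temperature by 150 nM human 12hLO, pH 7.0 Hepes buffer, after 15 min compound preincubation.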
RGS4 inhibitor: Inhibitors of Regulator of G Protein Signaling (RGS) 4: qHTS; Regulator of G-protein signaling 4 (Homo sapiens), P49798; Transcreener GDP fluorescence polarization, RGS4-accelerated GTP hydrolysis; Potency, µM (titrated, usually from 114 µM), for the others: top-dose activity change, negative = inhibition, most hits filed as inhibitors; 390,000 tested, 0.039% active; note: % is set by controls: 0 for no effect and ±100 for the full control effect; nearly all actives have a fitted effect of over 75% in size; some results filed as inactive show a strong effect at the top dose
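MLSMR compounds (23 nl, pin-transferred) preincubated 10 min at room temperature with a 500nM (2x) first reagent, then RGS4 at 900nM (2x) plus Transcreener GDP mix added; fluorescence polarization (620/688 nm) read before and after 90 min at 30 °C.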
rTrxR1 inhibitor: qHTS Assay for Inhibitors of Mammalian Selenoprotein Thioredoxin Reductase 1 (TrxR1): qHTS. Thioredoxin reductase 1, cytoplasmic (Rattus norvegicus), O89049. recombinant rTrxR1, NADPH fluorescence consumption, selenite substrate. Potency, µM (titrated, usually from 114 µM), inactives show top-dose activity change, negative = inhibition, actives largely listed as inhibitors. 390,000 tested, 1% active. AID 588453, 2011; note: % is set by controls: 0 for no effect and ±100 for the full control effect; nearly all actives have a fitted effect of over 65% in size
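Rat TrxR1 (90 nM in the dispensed reagent) was pre-reduced with 400 uM NADPH for 5 min at room temperature, then incubated with compound for 15 min. After 400 uM selenite was added, NADPH fluorescence (Ex 340/Em 450 nm) was followed for 8 min.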
Vif-APOBEC3G blk: qHTS for Inhibitors of Vif-A3G Interactions: qHTS. DNA dC->dU-editing enzyme APOBEC-3G (Homo sapiens), Q9HC16. HeLa A3G-eYFP + Vif (tagged APOBEC3G with the HIV-1 protein that degrades it), YFP fluorescence, overnight. Potency, µM (top dose mostly 46.1 µM), inactives show at the top dose activity, negative = active, most hits filed as inhibitors. 410,000 tested, 0.076% active. AID 602310, 2012;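 note: % is set by controls: 0 for no effect and ±100 for the full control effect; nearly all actives have a fitted effect of over 60% in size; hits raise eYFP signal because A3G escapes Vif-driven loss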
Target sequence (Q9HC16 whole entry, looked up): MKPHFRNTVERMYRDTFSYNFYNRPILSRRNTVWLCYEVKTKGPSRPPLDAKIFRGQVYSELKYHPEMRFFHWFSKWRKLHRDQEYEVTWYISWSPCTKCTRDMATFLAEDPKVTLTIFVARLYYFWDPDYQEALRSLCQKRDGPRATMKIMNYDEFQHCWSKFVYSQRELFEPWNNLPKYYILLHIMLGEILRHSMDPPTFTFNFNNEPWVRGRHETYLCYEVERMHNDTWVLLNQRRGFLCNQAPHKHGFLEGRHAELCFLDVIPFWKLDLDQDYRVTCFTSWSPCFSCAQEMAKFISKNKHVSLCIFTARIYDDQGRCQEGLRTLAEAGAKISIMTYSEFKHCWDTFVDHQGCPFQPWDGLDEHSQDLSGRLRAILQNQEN
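HeLa cells stably expressing Vif and C-terminally eYFP-tagged A3G, seeded overnight at 37 deg C, then exposed to compound by pintool overnight at 37 deg C. Rise in yellow fluorescence (Ex 488/Em 500-530, Acumen) marks blocked Vif-driven A3G degradation.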
* hit, by the source's call; ? = inconclusive; . = no result given; & = joins results of further samples; [ ] = another dose, or the depositor's remark. Calls come from the whole dose curve; as a rule, active = well fitted curve in the direction sought with a large enough effect; inconclusive = small, poorly fitted or top-dose-only effect, or another doubt; inactive = no such curve, though single readings can be large; an effect the other way counts as inactive or inconclusive. Potency is the fitted concentration of half-maximal effect. This is a subset. The share of hits here may be higher or lower than overall.

1: O=[N+]([O-])c1ccc2c(c1)C(O)n1nc(-c3ccccc3)nc1S2 (stereo not given)
2: Cc1cccc(N2CCc3c2nc2ccc(Br)cc2c3N)c1
3: Cc1ccc2c(c1)N(C(=O)N1CCC(C(=O)NCCc3ccccc3)CC1)CC(C)O2 (stereo not given)
4: O=C(c1ccncc1)N1CCN(S(=O)(=O)c2cccc([N+](=O)[O-])c2)CC1
5: CCCCn1c(N)c(N(CC(C)C)C(=O)c2cc(C)oc2C)c(=O)[nH]c1=O
6: COc1cccc(N2CCN(c3ccc4nnc(CCC(=O)N5CCC(C)CC5)n4n3)CC2)c1
7: CCN(CC)c1ccc(/C=N/NC(=O)c2ccc([N+](=O)[O-])cc2)cc1
8: COc1ccc2c(-c3ccccc3)cc(SC(C)C(N)=O)nc2c1 (stereo not given)
assay / compound,1,2,3,4,5,6,7,8
TrxR1 substrate,7%,16%,10%[11.4 µM],0%,-9%,-4%,-3%,8%[57.1 µM]
RGS4 inhibitor,-5%,3%,21%,14%,-11%,-7%[11.4 µM],1%,?
Vif-APOBEC3G blk,-1%,1%,3%,-3%,-1%,-1%,-3%,-16%
mIDH1 inhibitor,0%,3%,-3%,2%,3%,4%,-1%,1%
Vif-APOBEC3F blk,1%,-5%,1%,3%,-8%,3%,0%,-3%
rTrxR1 inhibitor,25%,-3%,22%[11.4 µM],7%,-9%,10%,3%,17%[57.1 µM]
USP1-UAF1 inh,-2%,-15%,-6%,-9%,-18%,-8%,-14%,-16%
12-LOX inh,31%[activator],?,-7%,2%,43%[activator],7%,-13%,-23%
RXFP1 ag,-1.0%,-1.0%,?,0.9%,-1.1%,15%,-1.5%,14%

5 entries from above, tab-delimited.
cpd	Compound	TrxR1 substrate	RGS4 inhibitor	Vif-APOBEC3G blk	mIDH1 inhibitor	Vif-APOBEC3F blk	rTrxR1 inhibitor	USP1-UAF1 inh	12-LOX inh	RXFP1 ag
4	O=C(c1ccncc1)N1CCN(S(=O)(=O)c2cccc([N+](=O)[O-])c2)CC1	0%	14%	-3%	2%	3%	7%	-9%	2%	0.9%
5	CCCCn1c(N)c(N(CC(C)C)C(=O)c2cc(C)oc2C)c(=O)[nH]c1=O	-9%	-11%	-1%	3%	-8%	-9%	-18%	43%[activator]	-1.1%
6	COc1cccc(N2CCN(c3ccc4nnc(CCC(=O)N5CCC(C)CC5)n4n3)CC2)c1	-4%	-7%[11.4 µM]	-1%	4%	3%	10%	-8%	7%	15%
7	CCN(CC)c1ccc(/C=N/NC(=O)c2ccc([N+](=O)[O-])cc2)cc1	-3%	1%	-3%	-1%	0%	3%	-14%	-13%	-1.5%
8	COc1ccc2c(-c3ccccc3)cc(SC(C)C(N)=O)nc2c1 (stereo not given)	8%[57.1 µM]	?	-16%	1%	-3%	17%[57.1 µM]	-16%	-23%	14%

Further results:
9: N#CC1=C(N)N(c2ccccc2)C(c2ccccc2)C1(C#N)C#N (stereo not given)
10: CCC(C)(C)NC(=O)C(Sc1ccccc1)c1ccccc1 (stereo not given)
11: COc1ccc(OC)c(/C=N/NC(=O)C(=O)NCc2cccnc2)c1
12: COc1ccc(NC(=O)c2cc(S(=O)(=O)N3CCOCC3)ccc2C)cc1S(=O)(=O)N1CCOCC1
13: Cc1ccc(C(=O)CCNc2ccc(F)c(Cl)c2)o1
14: C/C(=N/NC(=O)c1ccc(NC(=O)c2ccc(F)cc2)cc1)c1ccccc1
15: Cn1c(SCc2ccc(C#N)cc2)nnc1-c1ccncc1
16: CC(C)n1cnnc1SCC(=O)Nc1ccc(Br)cc1F
assay / compound,9,10,11,12,13,14,15,16
TrxR1 substrate,17%[57.1 µM],-5%[57.1 µM],1%[57.1 µM],-12%,-3%,-7%,-1%,2%
RGS4 inhibitor,6%,?,3%,11%,13%,-17%,4%,17%
Vif-APOBEC3G blk,2%,1%,2%,-1%,3%,1%,0%,0%
mIDH1 inhibitor,1%,-1%,-3%,-2%,5%,6%,-4%,2%
Vif-APOBEC3F blk,6%,-15%,-8%,2%,6%,3%,-6%,12%
rTrxR1 inhibitor,-10%[57.1 µM],11%[57.1 µM],-20%,-12%,56µM*,-9%,17%,10%
USP1-UAF1 inh,-8%,-23%,-18%,-2%,-19%,-14%,-15%,-4%
12-LOX inh,-1%,5%,42%[activator],-3%,?,-16%,0%,-3%
RXFP1 ag,-1.0%,-0.1%,0.9%,.,1.1%,0.4%,1.0%,-1.0%

17: COc1ccccc1OCCCn1c(C)c(C#N)c2ccccc21
18: O=C(CCCn1c(=O)c2ccccc2n(Cc2ccccc2)c1=O)NCc1ccco1
19: Cc1ccc(C)c(N2CCN(C(=O)C3CCN(C(=O)c4cc5sccc5n4C)CC3)CC2)c1
20: Cc1cc(C)n(C(=O)CSc2nnc(SCC(=O)n3nc(C)cc3C)s2)n1
21: O=C(CCNC(=O)c1ccc(Br)cc1)OCc1ccccc1Cl
22: O=C(NCc1ccc(Cl)cc1)C1CCN(S(=O)(=O)c2cccnc2)CC1
23: CC(=O)Nc1ccc(NC(=O)C(C)OC(=O)CN2C(=O)C3CCCCC3C2=O)cc1 (stereo not given)
24: Cc1cccc2cc(-c3nc4c(C)cccn4c3NCc3ccco3)c(=O)[nH]c12
assay / compound,17,18,19,20,21,22,23,24
TrxR1 substrate,-3%,4%[57.1 µM],5%,1%,-10%,-2%,-2%,0%
RGS4 inhibitor,21%,9%,13%,-7%,-20%,7%,-11%,-16%
Vif-APOBEC3G blk,-9%,?,3%,1%,-2%,-4%,2%,1%
mIDH1 inhibitor,7%,0%,4%,1%,4%,-10%,10%,3%
Vif-APOBEC3F blk,-11%,-20%,4%,1%,9%,-6%,3%,-6%
rTrxR1 inhibitor,3%,-2%[57.1 µM],14%,5%,-10%,5%,3%,-4%
USP1-UAF1 inh,-18%,-3%,-11%,-14%,-20%,-24%,-12%,-16%
12-LOX inh,-22%,0%,7%,?,?,1%,-21%,4%
RXFP1 ag,1.2%,1.5%,-0.1%,-1.9%,1.6%,0.9%,-0.7%,0.2%

25: O=C(NCCCCc1ccccc1)C1CC(c2ccccc2[N+](=O)[O-])=NO1 (stereo not given)
26: COc1ccc(-n2nc(C(=O)NCCc3ccc(Cl)cc3)c3c4ccccc4n(C)c3c2=O)cc1
27: CC(=O)Nc1ccc(S(=O)(=O)NCC2CCC(C(=O)NCc3ccccc3)CC2)cc1 (stereo not given)
28: O=C(c1cc(Br)c(Br)s1)N1CCN(C/C=C/c2ccccc2)CC1
29: Cc1c(C(=O)N/N=C/c2ccc(O)c(Br)c2)sc(N)c1C#N
30: COC(=O)c1cc(CSc2nc3ccccc3c(=O)n2C)oc1C
31: CCOc1ccc(-c2nnc(NC(=O)Cc3cc(OC)c(OC)c(OC)c3)o2)cc1
32: Cc1ccc2oc(=O)n(CC(=O)O)c2c1
assay / compound,25,26,27,28,29,30,31,32
TrxR1 substrate,3%[57.1 µM],13%,-1%,9%[57.1 µM],15%,8%,-1%,5%
RGS4 inhibitor,-1%,0%,7%[56.9 µM],-11%,-12%,-11%,21%,?
Vif-APOBEC3G blk,1%,.,4%&0%,1%,-21%,-4%,0%,0%
mIDH1 inhibitor,-15%,.,5%&-9%,-4%,6%,-4%,-8%,0%
Vif-APOBEC3F blk,4%,.,-2%&1%,-6%,-23%,?,-7%,-7%
rTrxR1 inhibitor,15%[57.1 µM],8%,24%,5%[57.1 µM],4%,25%,18%,17%
USP1-UAF1 inh,?,-1%,-6%&-15%,-16%,-16%,-20%,-17%,-11%
12-LOX inh,6%,-35%,9%&-16%,35%[activator],-10%,-3%,46%[activator],-6%
RXFP1 ag,0.4%,3.6%,-0.8%&-1.8%,0.8%,3.3%,5.7%,3.1%,-1.4%
